Compound activity from PubChem BioAssay.
dFosB activator = activators of delta FosB homodimer, primary screen, biochemical, fluorescence polarization, TAMRA-CDK5 oligo, single point | purified delta FosB; percent of positive-control signal above neutral wells | Protein FosB (Mus musculus), P13346 | 340,000 tested, 0.99% active | activation, % at 25 µM;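 active = mean activation above about 17%, with every replicate also reaching it, limit read from the data, passing the limit was not always enough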;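 also: fluorescence polarization rise as delta FosB binds a TAMRA Cdk5 AP-1 oligo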
MITF act = activators of MITF-driven TRPM1 promoter reporter, primary screen, cell-based, SK-MEL-5, luciferase, single point; activation, % at 12.5 µM; SK-MEL-5 TRPM1-promoter luciferase, 24 h; % of positive control, neutral wells = 0; 300,000 tested, 0.75% active;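 active = mean activation of at least 80% with every replicate also reaching 80%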;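 also: 0% = neutral control wells and 100% = parthenolide positive control wells; values of inactives mirror those of a sister screen read the other way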
PvdQ acylase = P. aeruginosa PvdQ acylase inhibitors, primary screen, biochemical, fluorescence, plate reader and imaging, single point. PvdQ acylase [Pseudomonas aeruginosa LESB58]. purified PvdQ acylase. inhibition, % at 10 µM. 340,000 tested, 0.063% active. AID 488965, 2010; in the data active = inhibition above about 30%, passing the limit was not always enough;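 also: 0% = vehicle neutral wells and 100% = reference inhibitor wells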
Wnt act = Wnt/beta-catenin pathway activators, primary screen, cell-based, plate reader, single point; Wnt/beta-catenin reporter cell assay, activator; activation, % at 9.35 µM; 300,000 tested, 1.2% active; AID 743398, 2014; in the data active = activation above about 30%, passing the limit was not always enough;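 also: 0% = neutral control wells and 100% = positive control wells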
V-ATPase pH = regulators of yeast V-ATPase proton pumping, primary screen, pHLuorin cytosolic pH fluorescence; response, % at 10 µM; S. cerevisiae; 350,000 tested, 0.37% active; in the data active = response mostly above about 7.3%, no sharp cut-off; inactive = mostly below about 5.4%; also: actives read high; inactives centre near 0; some compounds called inactive have numbers as strong as hits; reference of the scale not given here
HTR5A ag ctr = HTR5A agonists in luminescence cell assay, primary screen, counter-screen for OPRM1-OPRD1 heterodimer agonist project, full-deck HTS. 5-hydroxytryptamine receptor 5A (Homo sapiens), P47898. AID 504692, 2011. 340,000 tested, 0.61% active. cell-based. activation, % at 9.3 µM; in the data active = activation mostly above about 9.5%, no sharp cut-off; inactive = mostly below about 7.6%;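 also: 0% = cells with vehicle only and 100% = reference agonist; strong numbers were not always called active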
NSD2 inh = NSD2 histone methyltransferase inhibitors, primary screen, biochemical, AlphaScreen, single concentration, set 2. Histone-lysine N-methyltransferase NSD2 (Homo sapiens), O96028. NSD2 peptide methylation, 120 min. inhibition, % at 12.5 µM. 310,000 tested, 0.54% active. AID 743445, 2014; in the data active = inhibition above about 50%
SR-BI DiI inh = inhibitors of SR-BI mediated HDL lipid uptake, primary screen, ldlA[mSR-BI] cells, fluorescence, single point; Scavenger receptor class B member 1 (Mus musculus), Q61009; ldlA[mSR-BI] CHO cells, DiI-HDL uptake fluorescence, 3 h; inhibition, % at 12.5 µM; 320,000 tested, 0.96% active; AID 488896, 2010;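 active = mean replicate inhibition of at least 70% and a set share of replicates each scoring 70 or more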;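 also: 0% = median of neutral control wells and 100% = median of positive control wells; values of inactives mirror those of a sister screen read the other way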
Target sequence (Q61009 whole entry, looked up): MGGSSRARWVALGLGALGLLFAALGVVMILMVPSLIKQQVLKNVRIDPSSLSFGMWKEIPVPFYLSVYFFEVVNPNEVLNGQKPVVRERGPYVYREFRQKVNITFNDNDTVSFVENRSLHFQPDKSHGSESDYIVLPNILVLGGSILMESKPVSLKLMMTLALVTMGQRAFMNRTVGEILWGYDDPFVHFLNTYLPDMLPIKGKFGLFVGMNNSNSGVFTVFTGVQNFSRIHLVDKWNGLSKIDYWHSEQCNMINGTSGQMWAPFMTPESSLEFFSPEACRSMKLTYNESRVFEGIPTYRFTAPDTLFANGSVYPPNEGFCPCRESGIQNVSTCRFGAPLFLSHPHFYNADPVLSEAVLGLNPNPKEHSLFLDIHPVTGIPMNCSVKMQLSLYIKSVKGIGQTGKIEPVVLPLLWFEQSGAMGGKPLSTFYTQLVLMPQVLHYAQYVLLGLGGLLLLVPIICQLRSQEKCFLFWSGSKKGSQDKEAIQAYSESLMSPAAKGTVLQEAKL
CDK5 p35 inh = inhibitors of human CDK5/p35 kinase, primary screen, biochemical, single concentration; AID 488839, 2010; Recombinant CDK5/p35, ADP-Glo luminescence, 60 min; Cyclin-dependent kinase 5 (Homo sapiens) + Cyclin-dependent kinase 5 activator 1 (Homo …; 330,000 tested, 0.01% active; inhibition, % at 10 µM;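 active = highest replicate inhibition of at least 50% and at least 75% of replicates reaching 50%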;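 also: plate controls were DMSO neutral control for no effect and GW8510 at 10 µM for full effect; many of its hits are not listed in these tables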
Target sequence (Q00535 whole entry, looked up): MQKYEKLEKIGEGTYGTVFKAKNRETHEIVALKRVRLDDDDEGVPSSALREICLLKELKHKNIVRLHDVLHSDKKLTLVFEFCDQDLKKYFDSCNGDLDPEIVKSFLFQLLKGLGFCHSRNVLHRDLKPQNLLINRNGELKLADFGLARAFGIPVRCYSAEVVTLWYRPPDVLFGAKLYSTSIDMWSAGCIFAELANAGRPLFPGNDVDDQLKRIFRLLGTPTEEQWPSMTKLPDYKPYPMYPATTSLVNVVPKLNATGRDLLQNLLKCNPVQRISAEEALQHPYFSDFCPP
Target sequence (Q15078 whole entry, looked up): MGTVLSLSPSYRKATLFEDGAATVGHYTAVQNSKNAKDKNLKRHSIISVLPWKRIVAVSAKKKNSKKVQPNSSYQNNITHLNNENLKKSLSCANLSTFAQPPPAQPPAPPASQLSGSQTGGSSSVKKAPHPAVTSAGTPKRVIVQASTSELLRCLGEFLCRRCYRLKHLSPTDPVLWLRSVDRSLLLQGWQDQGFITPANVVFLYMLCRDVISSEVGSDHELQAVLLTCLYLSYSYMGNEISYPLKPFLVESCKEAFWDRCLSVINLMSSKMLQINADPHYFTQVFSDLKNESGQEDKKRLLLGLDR
HTR5A inv ag = HTR5A inverse agonists in luminescence cell assay, primary screen, counter-screen for OPRM1-OPRD1 heterodimer inverse agonist project, full-deck HTS. 5-hydroxytryptamine receptor 5A (Homo sapiens), P47898. HTR5A cell line, inverse agonism. inhibition, % at 9.3 µM. 340,000 tested, 0.083% active. AID 504634, 2011; in the data active = inhibition mostly above about 23%, no sharp cut-off; inactive = mostly below about 18%;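 also: 0% = cells with DMSO and 100% = no-cell wells with DMSO; some compounds called inactive have numbers as strong as hits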
The depositor's hits bear a star; x = no result given.

No.	SMILES	Wnt act	dFosB activator	MITF act	SR-BI DiI inh	NSD2 inh	HTR5A inv ag	V-ATPase pH	HTR5A ag ctr	CDK5 p35 inh	PvdQ acylase
1	COc1ccc(N2CCN(C(=O)Cn3nnc(-c4ccccc4N)n3)CC2)cc1	-1	0	2	83*	1	-9	-1	3	-2.3	-3
2	CC(NC(=O)c1ccccc1NC(=O)c1ccncc1)c1ccccc1 (stereo not given)	-3	2	-5	8	-1	28	-14	2	-7.0	-21
3	CCn1c(SCC(=O)N2CCCCC2)nc(O)cc1=O	x	0	-5	14	-1	4	2	-3	-2.5	-16
4	Cc1ccccc1C(=O)Nc1ccnn1C1CCN(Cc2cnn(C(C)C)c2)CC1	2	-1	7	16	-1	24	-1	1	1.5	2
5	CCN(CC)S(=O)(=O)c1ccc(NC(=O)c2ccc(Sc3nncn3C)c([N+](=O)[O-])c2)cc1	-1	-10	-3	17	x	-14	3	2	-1.3	9
6	Cc1c(NC(=S)NC(=O)CCc2ccccc2)c(=O)n(-c2ccccc2)n1C	-1	1	-3	5	0	12	1	-6	4.4	-13
7	Cc1ccsc1C(=O)NCC(C)(C)N1CCOCC1	16	-3	-7	-16	-2	-21	5	6	-1.3	12
8	Cc1ccccc1OCCn1cnc2cc([N+](=O)[O-])ccc2c1=O	-1	-3	1	7	-6	-8	0	3	-3.5	-12
9	COc1ccc(C(=O)Nc2cccc(C)n2)cc1S(=O)(=O)N1CCCc2ccccc21	-3	4	-12	15	-4	5	3	-2	0.1	4
10	Cc1nc2ccccc2c(=O)n1/N=C/c1ccc(O)cc1O	-1	-1	-5	-6	-2	11	-1	-4	-0.1	-9
11	COc1ccc(NC(=O)N(C)C[C@H]2Oc3ccc(NC(=O)Cn4cnnn4)cc3C(=O)N([C@H](C)CO)C[C@@H]2C)cc1	0	7	-1	-4	x	-12	1	-1	-1.6	1
12	Cc1ccc(S(=O)(=O)Nc2c(C)nc3nc[nH]n3c2=O)c(C)c1	0	7	9	-19	-13	14	1	1	-7.2	-4
13	COCC1CCN(C(=O)c2ccc(OC)c(OC3CCN(C(C)C)CC3)c2)CC1	4	5	0	-5	5	3	2	-2	-1.4	-8
14	CC(C)c1ncc(S(=O)(=O)c2ccc(C(F)(F)F)cn2)c(N)n1	2	4	x	-13	4	-17	1	0	1.1	-9
15	CCCNC1=C(N(C(C)=O)c2cccc(F)c2)C(=O)c2ccccc2C1=O	2	-4	-98	-2	78*	3	-2	-1	-0.7	7

No.	SMILES	Wnt act	dFosB activator	MITF act	SR-BI DiI inh	NSD2 inh	HTR5A inv ag	V-ATPase pH	HTR5A ag ctr	CDK5 p35 inh	PvdQ acylase
16	CC(/C=N/NC(=O)Cc1cccn1C)=C\c1ccccc1	x	-6	51	0	6	7	2	3	-0.6	-4
17	O=C(CCCN1C(=O)CSc2ncccc21)N1CCN(Cc2ccccc2)CC1	-1	-1	0	2	x	-4	-2	1	2.7	-6
18	Cc1cc(C)nc(Oc2ccc(Br)cc2)n1	7	-5	16	x	6	6	1	-2	-0.8	-1
19	CCC(=O)Nc1ccccc1C(=O)N1CCN(Cc2ccccc2)CC1	0	2	-4	-4	2	8	0	-2	-0.2	3
20	CC1CCCCC1NC(=O)C(=O)NCC1CCCO1 (stereo not given)	-1	-8	16	-9	0	-4	2	1	0.5	10
21	CCOCCCN(C(=O)c1snc(C(N)=O)c1N)C(C(=O)NCCC(C)C)c1ccc(Cl)cc1 (stereo not given)	2	-5	x	-18	-6	-11	4	3	0.3	-11
22	O=C(NCCCN1CCCC1=O)Nc1ccc(Cl)cc1Cl	4	-3	6	-11	50*	-14	2	5	-0.1	-1
23	CCC(C)(C)C(=O)O[C@H]1C[C@@H](C)C=C2C=C[C@H](C)[C@H](CC[C@@H]3C[C@@H](O)CC(=O)O3)[C@H]21	-3	-6	19	-50	x	-19	14	5	0.3	6
24	CCOC(=O)c1ccccc1N/C=C/C(=O)c1cccs1	9	-4	-7	10	3	1	6	4	-4.3	-4
25	Cn1c(NCc2cc(Br)ccc2O)nc2ccccc21	13	-1	x	25	-3	-5	-2	-2	-1.5	-3
26	Cc1cc(C)c(S(=O)(=O)NCc2cccnc2)cc1C	-1	-8	x	30	-2	5	0	-1	1.2	0
27	O=C(NN1C(=O)NC2(CCCCC2)C1=O)c1ccc(-c2ccccc2Cl)o1	0	-13	-5	10	5	0	1	0	-1.3	-5
28	CCCNS(=O)(=O)c1ccc(NC(=O)c2ccccn2)cc1	x	-9	67	-12	0	9	4	-4	1.6	-5
29	Cc1nc(N2CCCC2)c2ccsc2n1	x	3	4	-4	-1	-24	1	3	1.6	0
30	CCc1ccc(-c2cc(C(=O)NCc3ccccn3)c3ccccc3n2)cc1	-1	-10	36	36	-1	-5	-1	-1	-1.6	0

No.	SMILES	Wnt act	dFosB activator	MITF act	SR-BI DiI inh	NSD2 inh	HTR5A inv ag	V-ATPase pH	HTR5A ag ctr	CDK5 p35 inh	PvdQ acylase
31	Nc1nnc(-c2ccccc2[N+](=O)[O-])o1	4	1	-12	-15	-1	-7	-3	3	1.8	-17
32	COc1cc(CN2CCN(c3ccccc3F)CC2)c([N+](=O)[O-])cc1OC	-5	2	1	-1	4	7	-2	-3	-1.5	-15
33	Cc1ccc(CCNS(=O)(=O)c2cc3c(cc2C)NC(=O)CO3)cc1	1	-15	x	-26	x	0	4	2	-1.6	-10
34	CC(C)CC(=O)NCc1ccc(F)cc1	-3	0	7	-16	-3	-20	6	4	-1.0	-9
35	CCOC(=O)c1sc(/N=C/N(C)C)nc1C	-1	-2	9	4	3	-6	4	1	1.1	-11
36	CC1CCN(C(=O)CCNC(=O)c2ccccc2)CC1	6	-5	31	-6	-1	-2	-1	0	-0.7	5
37	CCc1nnc(SCC(=O)NC2CCCC2)nc1CC	x	-1	x	-9	2	-9	-4	9.8*	-2.1	4
38	Cc1cccc(/C=C2\Sc3ccc(C(=O)N4CCC(C(N)=O)CC4)cc3N(C)C2=O)c1	5	2	-5	11	15	12	-1	-3	-0.3	7
39	CCOC(=O)C(=CNc1ccccc1Cl)C(=O)OCC	3	-2	2	11	16	-8	0	2	-0.3	-14
40	Cc1ccc(Nc2nc3ccccc3s2)c(C)c1	x	-2	28	-32	0	12	0	5	-0.1	-3
41	C/C(=N/NS(=O)(=O)c1ccc(Cl)cc1)c1ccc2c(c1)OCO2	1	-1	-5	19	41	-7	-1	15*	0.9	-22
42	O=c1c(C(c2ccc(O)cc2)c2c(O)nc3n(c2=O)CCS3)c(O)nc2n1CCS2	x	-10	4	-12	13	-39	1	15	-3.2	2
43	O=c1onc(-c2ccc(Cl)cc2Cl)n1-c1cccnc1	1	-3	3	-27	1	-1	2	3	-0.4	-9
44	CN(C)c1ccc(NC(=O)c2cccc([N+](=O)[O-])c2)c2ccccc12	0	-6	-18	26	8	-2	2	0	0.5	13
45	CC1CN(C(=O)CSc2nnc(-c3ccccc3)o2)CC(C)O1 (stereo not given)	-1	-2	-3	-1	-1	-2	1	4	-7.4	-4

No.	SMILES	Wnt act	dFosB activator	MITF act	SR-BI DiI inh	NSD2 inh	HTR5A inv ag	V-ATPase pH	HTR5A ag ctr	CDK5 p35 inh	PvdQ acylase
46	CCCCN(C(=O)CCC(=O)Nc1cc(C)on1)C(C(=O)NC1CCCC1)c1ccc(OC)cc1 (stereo not given)	3	-19	-24	x	2	-9	1	3	1.7	-17
47	Cc1cnc(-c2nnc(N(C)C(=O)C3CCCO3)s2)cn1 (stereo not given)	11	-1	30	2	1	-20	4	-1	-0.4	-9
48	Cc1nc2ccc(NC(=O)CCS(=O)(=O)c3ccc(Cl)cc3)cc2s1	0	-3	-4	32	0	-16	5	2	0.5	-18
49	O=C(CSc1nnc(-c2cccnc2)o1)Nc1ccccc1F	40*	0	52	-26	-1	-11	0	4	0.1	-8
50	Fc1ccc(-c2[nH]ncc2CN2CCN(c3ccc(F)cc3)CC2)cc1	-2	-3	x	-20	8	-7	-1	2	0.2	-14
51	Cc1ccc2cc(NC(=O)c3ccc(C(C)(C)C)cc3)ccc2n1	-2	-10	37	20	-2	-8	3	2	0.2	-17
52	O=C1c2ccccc2C(=O)c2c([N+](=O)[O-])ccc(O)c21	12	0	x	29	14	-29	6	4	0.5	-6
53	CN1CCc2c(sc(NC(=O)Cc3ccc(F)cc3)c2C(N)=O)C1	-1	-5	18	-26	6	2	0	1	2.2	-1
54	COc1ccc(NC(=O)CS(=O)CC(=O)Nc2cccnc2)cc1 (stereo not given)	-2	-3	-13	x	1	-3	2	1	-0.2	-9
55	CCCNC(=O)c1ccccc1NS(=O)(=O)c1ccc(OC)c(OC)c1	-8	-5	0	-14	5	-1	-8	5	-1.9	2
56	O=C(NCCC1CCCCN1S(=O)(=O)c1ccccc1)C(=O)NCc1ccc(F)cc1 (stereo not given)	-1	-7	2	3	2	7	0	-2	-0.8	-6
57	N#CC1=C(SCC(N)=O)NC(=O)CC1c1ccccc1Cl (stereo not given)	-2	-2	-8	-23	x	1	0	0	-0.4	-8
58	COc1ccc2cc(C[C@@H]3CC[C@@H](CO)O3)ccc2c1	21	6	118*	5	x	1	1	0	-1.4	0
59	CC[C@]1(C(=O)OC)[C@H]2C(=O)N(Cc3ccccc3)C(=O)[C@H]2[C@H]2CN=C(SC)N21	0	-6	7	-7	x	6	3	-2	2.1	-9
60	Cc1nc2ccccn2c1C(=O)CSc1cccc(Cl)c1	-1	-15	24	13	-18	22	3	0	-1.2	-5

No.	SMILES	Wnt act	dFosB activator	MITF act	SR-BI DiI inh	NSD2 inh	HTR5A inv ag	V-ATPase pH	HTR5A ag ctr	CDK5 p35 inh	PvdQ acylase
61	CN1/C(=C\C(=S)Nc2ccccc2)C(C)(C)c2ccccc21	-5	-3	-9	17	2	8	-2	-3	0.5	-15
62	NC(=O)N/N=C/c1ccc(OCc2cccc(Cl)c2)cc1	0	-8	31	13	1	-20	1	1	0.4	-10
63	COc1cc(OC)c2ccc(=O)oc2c1C(CCN1CCN(c2ccccc2)CC1)c1ccc(N(C)C)cc1 (stereo not given)	-2	-1	-1	-21	x	0	2	0	-0.1	-6
64	Cc1nn(C(C)C(=O)Nc2ccc3c(c2)OCO3)c(C)c1[N+](=O)[O-] (stereo not given)	3	-2	13	x	6	-15	-2	-2	-2.3	-4
65	CCOc1ccc(OCC)c(S(=O)(=O)NC2CC(C)(C)NC(C)(C)C2)c1	0	-10	16	-31	32	0	2	-2	0.2	13
66	CCCCN1CC(COCc2ccccc2)Oc2cccc(Oc3ccc(F)cc3)c2S1(=O)=O (stereo not given)	-2	-13	-11	16	x	-18	-1	5	0.8	-14
67	O=C(CCN1C(=O)c2ccccc2C1=O)OCn1nnc2ccccc2c1=O	-3	-4	0	11	5	-2	-1	-1	3.7	-14
68	O=C(N/C(=C\c1cccs1)C(=O)N1CCCCCC1)c1ccccc1	6	-1	1	2	-3	-18	1	-6	-2.0	2
69	Cc1c(C)c2c(OCC(=O)N[C@@H](C)C(=O)O)cc3c(c2oc1=O)CCC(C)(C)O3	0	-7	16	-14	-1	1	4	0	-1.2	-4
